# Screening data (PubChem BioAssay)
# 12-LOX inh: Primary qHTS assay for inhibitors of human arachidonate 12S-lipoxygenase (ALOX12): Round 2. Polyunsaturated fatty acid lipoxygenase ALOX12 (Homo sapiens), P18054. purified 12hLO, xylenol orange hydroperoxide absorbance. Potency, µM (series often up to 108 µM), inactives show top-dose activity change, negative = inhibition, actives largely listed as inhibitors. 580,000 tested, 1.1% active; active means well fitted inhibition curve with a large enough effect; inconclusive means small, poorly fitted or top-dose-only effect, or another doubt; inactive means no such curve, though single readings can be large or run the other way; further: potency means the concentration at half of the fitted maximal effect
# Target sequence (P18054 whole entry, looked up): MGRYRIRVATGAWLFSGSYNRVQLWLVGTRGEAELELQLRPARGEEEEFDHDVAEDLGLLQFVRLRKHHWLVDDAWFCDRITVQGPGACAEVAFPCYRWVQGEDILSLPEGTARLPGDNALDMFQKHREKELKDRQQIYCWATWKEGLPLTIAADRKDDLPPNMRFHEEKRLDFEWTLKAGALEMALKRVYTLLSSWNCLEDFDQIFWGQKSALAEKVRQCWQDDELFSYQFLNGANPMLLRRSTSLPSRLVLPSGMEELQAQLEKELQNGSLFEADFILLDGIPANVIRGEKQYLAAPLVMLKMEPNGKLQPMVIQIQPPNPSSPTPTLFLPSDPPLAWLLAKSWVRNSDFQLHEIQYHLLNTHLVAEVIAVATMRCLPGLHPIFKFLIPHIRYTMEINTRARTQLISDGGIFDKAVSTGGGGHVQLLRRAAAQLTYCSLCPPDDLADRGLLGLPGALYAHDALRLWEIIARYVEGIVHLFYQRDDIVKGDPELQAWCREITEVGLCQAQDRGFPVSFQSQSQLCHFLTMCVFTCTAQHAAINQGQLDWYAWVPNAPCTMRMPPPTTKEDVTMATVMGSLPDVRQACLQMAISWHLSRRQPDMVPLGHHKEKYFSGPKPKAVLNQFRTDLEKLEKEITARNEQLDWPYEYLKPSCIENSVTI
#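 Hydroperoxide product was detected by ferrous iron/xylenol orange as the 573 to 405 nm absorbance ratio. Arachidonic acid at 40 uM (final) was turned over for 30 min at room temperature by 150 nM human 12hLO, pH 7.0 Hepes buffer, after 15 min compound preincubation.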
# LDHA inh: qHTS assay for inhibitors of human lactate dehydrogenase | L-lactate dehydrogenase A chain (Homo sapiens), P00338 | purified LDHA, NADH/diaphorase-resazurin fluorescence; hits give low values | activity change, % (values are at about 110 or 230 µM) | 480,000 tested, 0.15% active | AID 1347041, 2019; in the data active means activity change below about -30%; inconclusive means mostly about -25% to -30%;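 further: plate controls were DMSO wells for no effect and wells without enzyme for full effect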
#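 LDH5 2 nM; NADH 0.06 mM, pyruvate 0.2 mM; 200 mM Tris pH 7.4, EDTA, Tween-20; 5 min RT. Detection: diaphorase 0.133 mg/mL + resazurin 37 µM, fluorescence ex540/em590 at 0 and 20 min; normalized to enzyme-free and DMSO wells.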
# * hit, by the source's call; ? = inconclusive; [ ] = remark or other dose. Unless noted, on the % scale 0 is the no-effect control and ±100 the full control effect. The list is partial; count on the stated rates, not on these rows.
SMILES,12-LOX inh,LDHA inh
O=C(O)c1cccnc1Sc1cccc(C(F)(F)F)c1,-25%,7
Cc1cccc(-c2noc(C34CC5CC(CC(C5)C3)C4)n2)c1,38%[activator],2
CCCC(=O)Nc1ccc2oc(-c3ccc(F)cc3)nc2c1,-6%,2
Cc1c(OCC(=O)OC(C)(C)C)ccc2c(-c3ccccc3)cc(=O)oc12,-1%,1
CN(C)c1ccc(C=Nc2ccc(I)cc2)cc1,2%,5
CC(C)C[C@H]1COc2cccc(N3CCSCC3)c2S(=O)(=O)N1,4%,2
CCCCNC(=O)c1nc(C2CCN(S(=O)(=O)c3ccccc3C(F)(F)F)CC2)oc1-c1cccc(C(F)(F)F)c1,0%,-6
CC1(C(=O)NS(=O)(=O)Cc2cccc(Cl)c2)CCN1C(=O)C1(c2ccc(Cl)cc2)CC1 (stereo unspecified),-8%,-7
CCOC(=O)c1sc(Nc2ccccc2C)nc1C(F)(F)F,-22%,4
CC(C)n1cnnc1SCC(=O)N(C)CCOc1ccc(Br)cc1,-17%,6
Nc1ccccc1OCCCc1ccccc1,-3%,-1
CC1(C(=O)NS(=O)(=O)c2cccs2)CCN1C(=O)c1cccc(F)c1 (stereo unspecified),?,-10
CCC(C(=O)Nc1ccccc1OC)n1cnc2c1c(=O)n(C)c(=O)n2C (stereo unspecified),12%,-17
O=C(NCCNc1ncccc1C(F)(F)F)Nc1ccc(F)cc1F,?,10
O=C(Nc1ccc2c(c1)OCO2)c1cc(C2CCCCN2C(=O)CCc2ccccc2)on1 (stereo unspecified),?,-7
CCc1nc2ccccc2n1CC(=O)Nc1cccc(C#N)c1,35%[activator],-1
CCc1nnc2sc(-c3ccc(NC(=O)C(c4ccccc4)c4ccccc4)cc3)nn12,25%,2
Cc1ccc(-c2nn(CCC#N)c(=O)c3ccccc23)cc1,?,-4
Cc1ccc(C)c(S(=O)(=O)Nc2ccc3oc(C)nc3c2)c1,?,38
CCOC(=O)C1CCN(C(=O)c2[nH]c(C(F)(F)F)nc2-c2ccccc2)CC1,0%,-4

# 4 records drawn at random from those above, as already listed:
SMILES,12-LOX inh,LDHA inh
CC1(C(=O)NS(=O)(=O)Cc2cccc(Cl)c2)CCN1C(=O)C1(c2ccc(Cl)cc2)CC1 (stereo unspecified),-8%,-7
CC(C)n1cnnc1SCC(=O)N(C)CCOc1ccc(Br)cc1,-17%,6
CCOC(=O)c1sc(Nc2ccccc2C)nc1C(F)(F)F,-22%,4
CC1(C(=O)NS(=O)(=O)c2cccs2)CCN1C(=O)c1cccc(F)c1 (stereo unspecified),?,-10

# Another view of some results above:
# The line under a structure holds: 12-LOX inh	LDHA inh
- CC1(C(=O)NS(=O)(=O)Cc2cccc(Cl)c2)CCN1C(=O)C1(c2ccc(Cl)cc2)CC1 (stereo unspecified)
  -8%	-7
- CC(C)C[C@H]1COc2cccc(N3CCSCC3)c2S(=O)(=O)N1
  4%	2
- CCc1nc2ccccc2n1CC(=O)Nc1cccc(C#N)c1
  35%[activator]	-1
- CC(C)n1cnnc1SCC(=O)N(C)CCOc1ccc(Br)cc1
  -17%	6
- Cc1ccc(C)c(S(=O)(=O)Nc2ccc3oc(C)nc3c2)c1
  ?	38

# The results go on.
SMILES,12-LOX inh,LDHA inh
O=C(NCc1ccc(F)cc1)c1cc(C2CCCCN2C(=O)C2CCCCC2)on1 (stereo unspecified),6%,-1
O=C1NC[C@@H](CCCCN2C[C@H](Cc3ccc(O)cc3)N(CCC3CCCCC3)C(=O)C2=O)N(CCC2CCCCC2)C1=O,-22%,0
Cc1ccc(NC(=O)Cc2csc(NC(=O)c3ccoc3C)n2)cc1C,-4%,7
Cc1ccc(S(=O)(=O)N(CC(=O)NCCc2ccccc2)Cc2c(F)cccc2Cl)cc1,-23%,-3
Cc1cc(C)c2nc(SCC(=O)NCC(C)C)cc(C)c2c1,?,-1
O=c1oc2ccccc2c(N2CCCC2)c1NS(=O)(=O)c1ccc(Cl)s1,-16%,-4
COCCn1c(-c2cc(Cl)ccc2OC)n[nH]c1=S,?,2
Cc1cc(S(=O)(=O)Nc2ccccn2)ccc1Cl,37%[activator],-21
CCCNC(=O)c1ccc(OCc2nnc(C(=O)Nc3ccccc3F)s2)cc1,?,-7
Cc1nnc(NC(=O)c2cc(S(=O)(=O)N(C)C)ccc2F)s1,-8%,-2
Cc1ccc2nc(NC(C)(C)CO)nc(-c3ccccc3)c2c1,40%[activator],6
Cc1ccc(N2NC3(CCCCC3)NC2=S)cc1C,?,3
O=C(Nc1c(NCc2ccccc2)c2ccccc2oc1=O)c1ccc(Br)o1,-69%,2
CC(=O)Nc1cccc(C(=O)OCC(=O)N2CCOCC2)c1,10%,4
NS(=O)(=O)c1ccc(NC(=O)C2=C(c3ccccc3)SCCO2)cc1,0%,-1
CC(=O)Nc1ccc(NC(=O)c2cccc(N(C)C)c2)cc1,8%,4
CC1c2cc3c(cc2CCN1C(=O)c1ccc(F)cc1F)OCCCO3 (stereo unspecified),-3%,4
CC1(C(=O)NS(=O)(=O)c2ccc(C#N)cc2)CCN1C(=O)c1cccc(F)c1 (stereo unspecified),-12%,-14
CCOCCCNc1nc2c(c(=O)n(C)c(=O)n2C)n1Cc1ccc(Cl)cc1,34%[activator],1
Cc1ccc2c(c1)C(C)(C)C1(/C=C/c3ccccc3Cl)NC(=O)CN21 (stereo unspecified),7%,2
CCCCC[C@@H](C)N1C[C@H](COCc2ccccc2)Oc2cc(N3CCC[C@@H]3CO)ccc2S1(=O)=O,-64%,1
CN=c1scc(-c2c(-c3ccccc3)n(C)c3ccccc23)n1C,-86%,21
CC(C)C[C@H]1CNC(=O)C(=O)N1CC1CCN(CCC(C)c2ccccc2)CC1 (stereo partly specified),?,-13
COc1ccc(C(C)(O)c2nc(-c3ccc(OC)nc3)cs2)cc1 (stereo unspecified),-1%,-12
Cc1ccccc1OCCCOc1ccc(Cl)cc1/C=N/NC(=O)c1ccccc1,-3%,1
N#C/C(=C\c1ccccc1OCc1ccc2ccccc2c1)c1nc2ccccc2[nH]1,-14%,4
CCC(CC)NC(=O)COC(=O)c1ccc2nc(C)c(C)nc2c1,-17%,9
COc1ccc(C2=Nc3ccccc3N(C(=O)c3ccncc3)C2C(=O)NC(C)C)cc1 (stereo unspecified),-3%,2
Cc1ccc(S(=O)(=O)C[C@@H]2OC3CCCCC3N2S(=O)(=O)c2ccc(C)cc2)cc1 (stereo partly specified),8%,-7
O=C(O)C1CCN(S(=O)(=O)c2cc(Cl)cc(Cl)c2)CC1,8%,-5
CC(C)NC(=O)OC1CC2CC1[C@H]1CCCCN1C2=O (stereo partly specified),59%[activator],2
Cc1ccc(-c2nc(CN3CCCC3c3ccsc3)co2)c(C)c1 (stereo unspecified),?,2
CC(=O)N1CCN(C(C(=O)O)c2cn(CC(=O)O)c3ccccc23)CC1 (stereo unspecified),?,-3
COc1ccccc1-c1nc(Cn2nc(C)c3c(C)onc3c2=O)c(C)o1,7%,0
CCOC(=O)c1sc(Nc2ccc(C(C)=O)cc2)nc1C,?,3
CCCOC(=O)c1c(-c2ccccc2)csc1NC(=O)c1ccoc1C,-8%,-3
O=C(/C=C/c1cccnc1)NCCc1ccc(F)cc1,21%,-1
Cc1ccc(S(=O)(=O)N2CCCCC2)cc1NC(=O)c1cc(=O)c2ccccc2o1,-25%,6
CCc1ccccc1Oc1nc(NC(C)C)nc2ccsc12,-28%,-1
CC(O)CNc1nc2c(c(=O)n(Cc3ccccc3Cl)c(=O)n2C)n1C (stereo unspecified),?,2
Cc1cccc(NC(=S)NNC(=O)C(c2ccccc2)c2ccccc2)c1C,?,0
OCC1CCN(c2ccccc2)C1 (stereo unspecified),-30%,10
CCOC(=O)C(O)(c1ccc(N(C)C(C)=O)cc1)C(F)(F)F (stereo unspecified),-17%,3
CCc1nc2c(OCc3ccc(C(F)(F)F)cc3)cccn2c1N(C)C(=O)c1ccncc1,-2%,4
CCn1cnc2c1c(=O)n(CC(=O)OC1CCCCC1)c(=O)n2Cc1ccccc1,?,1
CCCCC[C@H]1CCCCC[C@@H](O)C[C@H](O)[C@H](O)/C=C/C(=O)O1,22%,-5
Cn1c(NCc2ccc3occc3c2)nc2cc(-c3cccc(C(F)(F)F)c3)sc2c1=O,-1%,-2
CCc1nc2ccc(C(=O)Nc3ccc(OC)c(OC)c3)cn2c1N(CC)CCOC,-8%,1
Cc1cccc(NC(=O)c2ccc3nc(C)c(C)nc3c2)n1,-6%,16
O=C(CCc1ncc(-c2c(F)cccc2F)o1)N1CCN(c2ccccc2F)CC1,1%,17
COC(=O)C1CCN(Cc2cc(=O)oc3cc(C)ccc23)CC1,?,-2
O=C(NCCc1nc2ccccc2n1CCC1CCCCC1)c1ccco1,5%,3
CCOC(=O)C1CCN(Cc2cc(=O)oc3ccc(C)cc23)CC1,6%,3
CC(C(=O)NCc1cccs1)N(C)Cc1ccc(C(C)(C)C)cc1 (stereo unspecified),-2%,-2
CC1CCCN(CC(=O)N(C)CC(=O)Nc2ccc(Cl)c(C(F)(F)F)c2)C1 (stereo unspecified),26%,-8
Cc1ccc(S(=O)(=O)Nc2ccc(Cl)c(C(=O)O)c2)cc1,-13%,9
O=C(NC1CCCCC1)c1ccc2c(Cl)c3c(nc2c1)CCC3,-24%,-3
Cc1cc(-c2csc(N3CCN(C)CC3)n2)c(C)n1NC(=O)c1nn(C)c(=O)c2ccccc12,?,1
O=C([C@H]1O[C@@H](n2ccc(=O)[nH]c2=O)[C@H](O)[C@@H]1O)N1CCSC1,-3%,0
COC(=O)c1c(C)cccc1NC(=O)c1nn(C)c(=O)c2ccccc12,-19%,?

# Continued:
SMILES,12-LOX inh,LDHA inh
COc1cc2c(cc1OC)-c1c(c(C(=O)N3CCC(C(N)=O)CC3)nn1-c1ccc(Cl)cc1)C2,-11%,-1
CCCOc1ccccc1NC(=O)CCc1c(C)c2ccc(OC)cc2oc1=O,33%[activator],3
COc1ccc(CNC(=O)c2cccc(C(F)(F)F)c2)cc1C(=O)O,4%,-2
O=C(O)c1cc(Cl)cc(Cl)c1I,?,-15
CN(CCO)C(=O)c1ccc(N)cc1,11%,-2
CCOC(=O)c1ccc(Oc2c(C)oc3cc(OCC(=O)c4ccc(OC)cc4)ccc3c2=O)cc1,?,-12
Cc1ccccc1-c1noc(CN(C)C(C)c2cc3ccccc3o2)n1 (stereo unspecified),13%,24
COc1ccc(Nc2nc(NCCO)nc3c2cnn3-c2ccccc2)cc1,9%,8
Cc1nc(-c2ccc(Cl)cc2Cl)sc1C(=O)N1CCC(C(=O)O)CC1,1%,-1
CCCCC[C@H](C)N1C[C@@H](COCc2ccccc2)Oc2cc(N3CC[C@@H](O)C3)ccc2S1(=O)=O,-17%,7
OC(c1ccc(F)c(F)c1)c1nc(-c2cccc(C(F)(F)F)c2)cs1 (stereo unspecified),?,-4
COc1ccc(C(=O)CCN(C)C)cc1,-27%,1
O=C(NC(C(=O)O)c1ccccc1)c1ccco1 (stereo unspecified),?,3
CC(C)CN(CC(=O)NC(C)(C#N)C1CC1)C1CC1 (stereo unspecified),2%,2
CCOC(=O)c1cnc2ccc(Cl)cc2c1Nc1cc(C)ccc1OC,1%,-10
Cc1nn(CCc2nc(-c3ccc4ccccc4c3)cs2)c2[nH]c(=O)cc(C(F)(F)F)c12,?,0
CCCCCOc1ccc(C(C2C(=O)CC(c3ccccc3)CC2=O)C2C(=O)CC(c3ccccc3)CC2=O)cc1 (stereo unspecified),?,0
NC(=O)c1ccc(-c2ccc(N3C(c4ccsc4)=Cc4ccc(F)cc4C3CC(=O)c3ccco3)cc2)cc1 (stereo unspecified),?,12
COc1ccc(-c2cn3nc(N4CCC(C(=O)N5CCN(C)CC5)CC4)sc3n2)cc1,36%,7
Cc1cc(C(=O)CSc2nnc(COc3ccc(Cl)cc3)n2C)c(C)n1Cc1cccs1,-29%,1
CCOc1ccc(NC(=O)C(C)Oc2ccc3ccc(=O)oc3c2)cc1 (stereo unspecified),0%,-13
CCCCn1c(=O)[nH]c(=O)c2c1nc(CNc1cc(F)ccc1C)n2CC,?,3
Cc1sc(-c2nc(-c3cccc(F)c3)no2)cc1S(=O)(=O)N1CCC(C)CC1,2%,5
Cc1nc(Cl)c(C(=O)O)c(C)c1Cl,?,7
CC1(C(=O)NS(C)(=O)=O)CCN1C(=O)CC(c1ccccc1)c1ccccc1 (stereo unspecified),7%,-5
CC(C)Oc1ccc(F)cc1-c1cc(C(=O)NCc2cccs2)[nH]n1,-23%,-4
CNC(=O)NC(=O)CN1CCN(c2oc(C3CC3)nc2C#N)CC1,3%,4
COC(=O)c1cc(C(=O)OCCCC(=O)c2ccc(F)cc2)cc([N+](=O)[O-])c1,35%[activator],6
CC(C)(C)OC(=O)N1CCc2onc(-c3ccccc3[N+](=O)[O-])c2C1=O,0%,-2
CN1CCN(CCCCNC(=O)c2cccc(C#N)c2)CC1,1%,-1
N#Cc1ccc(Oc2ccc(C#N)cc2)cc1,27%,-3
Cc1cc2nc(SCC(=O)Nc3ccc4c(c3)OCO4)n(C)c(=O)c2[nH]1,-20%,11
CC(C)C(=O)N1CCN(c2ccc(F)cc2)CC1,1%,7
O=C(NCCc1c[nH]c2ccccc12)c1ccccn1,-14%,-1
